Screening results: PubChem BioAssay, several laboratories
human PMI inhibition: MPI enzyme activity inhibition – biochemical, fluorescence intensity, coupled assay, primary screen (AID 1209). purified PMI enzyme, coupled fluorescence intensity; higher % means a stronger effect. one-dose inhibition, % at 20 µM; IC50 in µM for titrated hits. 0.42% of 190,000 active;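 further: plate controls were DMSO vehicle for no effect and wells lacking substrate for full effect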
M17LAP inhibition: P. falciparum M17LAP inhibitors, primary screen, biochemical, fluorogenic H-Leu-NHMec substrate, 1536-well (AID 1619); recombinant M17LAP, H-Leu-NHMec fluorogenic kinetic assay; higher % means a stronger effect; inhibition, % at 30 µM; hits with a dose series show IC50 in µM; 0.38% of 220,000 active;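 active means compound inhibiting the enzyme by more than half at any dose during confirmatory dose-response retesting; inconclusive means strong single-dose inhibitors picked by rank but not retested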;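 further: plate controls were full reaction with DMSO carrier for no effect and no enzyme background for full effect; strong numbers were not always called active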
XIAP antagonists: XIAP antagonists, biochemical, IAP family, fluorescence polarization (AID 1018). XIAP BIR domain, fluorescence polarization peptide displacement; higher % means a stronger effect. displacement, % at 20 µM; hits with a dose series show IC50 in µM. 0.007% of 200,000 active; in the data active means displacement above about 50%; further: a part of the inactive calls stands beside numbers as strong as those of hits
PMI inhibition: human PMI inhibitors, high substrate, primary screen, biochemical, fluorescence intensity, high mannose 6-phosphate (AID 1220) | recombinant PMI enzyme, coupled fluorescence intensity; higher % means a stronger effect | inhibition, % at 20 µM, or IC50 in µM where a hit was titrated | 0.66% of 190,000 active
TNAP activation fold: human TNAP enzyme activators, primary screen, biochemical, luminescent, no phosphate acceptor, uHTS (AID 1001); purified TNAP, luminescent activation assay, no phosphate acceptor; higher activation fold means a stronger effect; 0.03% of 200,000 active; activation fold at 20 µM, or EC50 in µM where a hit was titrated; in the data active means activation fold from about 3, or a potency from the dose series; inactive means the rest, 99 in 100 with activation fold below about 1.6; further: many of its hits are not listed in these tables
P. falciparum M1AAP: malaria alanyl aminopeptidase activity blockers – biochemical, fluorogenic H-Leu-NHMec substrate, 1536-well (AID 1445); 0.42% of 220,000 active; one-dose inhibition, % at 30 µM; IC50 in µM for titrated hits; recombinant M1AAP, H-Leu-NHMec fluorogenic kinetic assay; higher % means a stronger effect;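 active means primary inhibition above the hit cutoff, then over 50% inhibition at one or more dose response concentrations, cut at about 23% in these data, passing the limit was not always enough; inconclusive means conflicting primary data, or primary hits not chosen for dose response; inactive means low primary inhibition, or under 50% at every dose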;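 further: plate controls were DMSO full reaction for no effect and no enzyme background for full effect; strong numbers were not always called active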
Myeloid diff MLP: promotes myeloid progenitor differentiation. ER-HoxA9 myeloid progenitors, lysozyme-GFP differentiation, flow cytometry. calls only at 10 µM. 1% of 360,000 active;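 active means normalized GFP-positive differentiation at or above the plate's own cutoff, the solvent-only control mean plus 3 SD; inconclusive means no clear call, values can overlap the other calls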;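 further: cells exposed to compound for four days before flow analysis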
LYP inhibition: inhibitors of LYP phosphatase, biochemical, fluorescence intensity, uHTS (AID 1779) | recombinant LYP phosphatase, fluorescence intensity; higher % means a stronger effect | inhibition, % at 11.5 µM; hits with a dose series show IC50 in µM | 0.054% of 290,000 active;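 further: plate controls were vehicle with enzyme for no effect and no enzyme for full effect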
CSM14.1 death rescue: protection against thapsigargin-triggered cell killing – 384-well, CSM14.1, ATP luminescence, primary screen (AID 1222) | CSM14.1 thapsigargin-induced death rescue, ATP luminescence; higher % means a stronger effect | cellular ATP content (survival), % at 20 µM, or EC50 in µM where a hit was titrated | 190,000 tested, under 10 active;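 active means EC50 below 50 µM in the dose-response confirmation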;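 further: death triggered by thapsigargin at about 15 µM added after 2 h compound pretreatment; cell ATP read after overnight thapsigargin exposure of roughly 18 to 22 hours; normalized against plate controls of thapsigargin alone and 5% DMSO vehicle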
Myeloid diff MLP GFP+ MAC1+ %: recorded beside Myeloid diff MLP, whose call it bears; GFP+ MAC1+ double positive, %; measured here: differentiation confirmed by MAC1 staining
Numbers without * were called inactive; i = inactive; ? = inconclusive; · = no result given. Unless noted, no stated cut-off is given here; in the data, active means inhibition above about 50%; inactive means the rest.

#	canonical_smiles	human PMI inhibition	M17LAP inhibition	XIAP antagonists	PMI inhibition	TNAP activation fold	P. falciparum M1AAP	Myeloid diff MLP	Myeloid diff MLP GFP+ MAC1+ %	LYP inhibition	CSM14.1 death rescue
1	Cc1ccccc1OCC(=O)Nc1ccccc1-c1ccccc1NC(=O)COc1ccccc1C	4%	-14%	-4.0%	1%	1.1	-7%	i	0.6	-1%	6.3%
2	O=c1nc2n(c3sc4c(c13)CCCC4)C(CBr)CS2 (stereo not drawn)	5%	2%	-4.3%	2%	1.1	1%	i	1.1	0%	-1.1%
3	CN(C)c1c(F)cc(C(=O)NCc2ccccc2)cc1F	·	-9%	·	·	·	2%	i	0.5	-10%	·
4	Cc1ccc(C(=O)N/N=C2\CCCc3ccccc32)c(C)c1	-12%	4%	-4.3%	-10%	1.1	2%	i	0.6	-5%	-1.9%
5	CCn1nnc(-c2ccccc2NS(=O)(=O)c2ccc(S(=O)(=O)N3CCCCCC3)cc2)n1	14%	12%	-18%	19%	1	-12%	i	4.6	-1%	-2.2%
6	Cn1c(CN2CCCCC2)nc2cc(NC(=O)c3ccc(F)cc3)ccc21	-1%	12%	-9.1%	10%	1	5%	i	2.6	-1%	-0.6%
7	O=C(COC(=O)Cc1cn2ccsc2n1)NCc1ccc2c(c1)OCO2	8%	4%	-5.1%	9%	1	-10%	i	1.0	-7%	-0.7%
8	COc1ccccc1-c1nc(C#N)c(N2CCN(c3cccc(Cl)c3)CC2)o1	5%	-9%	-2.0%	6%	0.8	14%	i	0.7	-12%	-0.3%
9	Cc1onc(-c2ccccc2)c1C(=O)N/N=C/c1cc2c(cc1Cl)OCO2	15%	-1%	-2.9%	13%	1	5%	i	0.5	0%	4.7%
10	CCOC(=O)c1ccc(N2C(=O)CC(N3CCN(C/C=C/c4ccccc4)CC3)C2=O)cc1 (stereo not drawn)	14%	17%	-2.7%	4%	1.1	4%	i	1.0	2%	·
11	COc1ccc(NC(=O)/C(C#N)=C\C=C\c2ccco2)cc1	16%	-9%	-0.1%	18%	1	8%	?	·	13%	1.5%
12	COc1ccc(-n2c(SCC(=O)N3CCCC(C)C3)nnc2-c2cccnc2)cc1 (stereo not drawn)	4%	16%	-3.6%	6%	1.1	1%	i	0.3	-3%	1.2%
13	CC(=O)c1nnn(-c2ccc(F)cc2F)c1C	·	-4%	·	·	·	6%	i	1.4	-1%	·
14	Cc1cc(C(=O)Nc2ccc3c(c2)OCCO3)c(C)o1	8%	10%	0.4%	5%	1.2	4%	i	0.6	-2%	-2.5%
15	Cc1cc(C(=O)OCC(=O)N2CC(=O)Nc3ccccc32)c(C)n1-c1ccccc1	15%	-11%	-4.9%	16%	1	-5%	i	1.0	-5%	-0.4%
16	CCN(CC)CCC(=O)Nc1cccc2c1C(=O)c1ccccc1C2=O	·	8%	·	·	·	8%	?	·	-9%	·
17	COc1cccc(CSc2nnc(-c3ccc(F)cc3)o2)c1	17%	10%	-6.2%	5%	1.1	2%	i	1.2	-3%	-1.0%
18	C=CCOC(=O)C(C#N)c1nc2ccccc2nc1N1CCC(C(=O)OCC)CC1 (stereo not drawn)	1%	-3%	-3.6%	5%	1	0%	i	0.5	6%	·
19	CN(C)CCCN(Cc1ccccc1)C(=S)Nc1ccc(SC(F)F)cc1	7%	-1%	-3.3%	0%	1.1	5%	i	0.4	-9%	0.2%
20	COC(=O)C1C(=O)c2c([nH]c(C(=O)OC3CCCCCC3)c2C)CC1C (stereo not drawn)	9%	8%	-4.6%	8%	1.1	8%	i	5.6	1%	·
21	Cc1cc(C)n2cc(CSc3nc4cc(Cl)ccc4o3)nc2n1	-1%	-2%	-4.4%	-4%	1	2%	i	0.4	-10%	-1.8%
22	CC(C)(C)n1nnnc1C(c1cccnc1)N1CCN(c2ccccn2)CC1 (stereo not drawn)	-2%	-5%	-4.5%	-1%	1.1	-14%	i	0.7	-1%	6.8%
23	Cc1cc(NS(=O)(=O)c2ccc(NC(=O)CCc3ccccc3)cc2)no1	2%	-13%	-10%	2%	1.2	2%	i	1.0	-6%	1.7%
24	CSc1ccc(/C=N/n2nnnc2N)cc1	15%	-10%	-5.3%	17%	1.1	-3%	i	1.2	-3%	-0.7%
25	Cc1cccc(-c2noc(CN(C(=O)c3c(-c4ccccc4Cl)noc3C)C(C)C)n2)c1	7%	-1%	0.6%	6%	1.1	5%	i	5.5	2%	0.6%
26	NCCCCCc1nnc(SCc2ccc(Cl)cc2Cl)o1	-8%	4%	-18%	-6%	0.9	3%	i	3.9	-13%	-0.1%
27	CCOC(=O)c1cc(CC)sc1/N=C/c1c(O)ccc2ccccc12	37%	-11%	-3.8%	61%*	0.7	4%	i	0.4	-12%	-1.0%
28	C=CCOc1c2ccc(C(=O)N(CC)c3ccc(OC)cc3)cc2nn1C	-3%	-25%	-3.1%	3%	1.1	0%	i	1.4	-9%	0.2%
29	Cc1c(C(=O)/C=C/N(C)C)nnn1-c1ccc(Cl)c(Cl)c1	·	-2%	·	·	·	9%	i	0.4	3%	·
30	CCCCN1CC(C(=O)NCc2ccc(C)cc2)CC1=O (stereo not drawn)	4%	6%	-3.7%	-6%	0.8	-1%	i	6.2	-5%	0.0%
31	Nc1nc(Br)c2c(F)cccc2c1-c1ccc(F)cc1	25%	-8%	0.1%	37%	1	-2%	i	0.5	-2%	0.2%
32	CCN(NC(=O)C(O)(c1ccc(F)cc1)c1ccc(F)cc1)C(=O)c1ccccc1	10%	-3%	-7.6%	0%	1.3	4%	i	0.6	1%	0.5%
33	CNC(=S)N(Cc1cc2cc(OC)c(OC)cc2[nH]c1=O)C1CCCC1	-1%	-21%	-6.2%	-13%	1.2	4%	i	0.2	-16%	0.2%
34	CCOP(=O)(OCC)C(C)(C)NC(=O)Nc1ccc(Cl)c(Cl)c1	·	12%	·	·	·	7%	i	0.4	-2%	·
35	Cc1cccc(C)c1NC(=S)N/N=C/c1ccc(C(=O)O)cc1	·	34%	·	·	·	3%	i	0.3	4%	·
36	O=C(COc1cccnc1[N+](=O)[O-])N1CCc2ccccc2C1	-4%	1%	-3.5%	-3%	1.1	2%	i	0.1	-2%	·
37	O=C(NCC(=O)N(Cc1ccccc1)C(C(=O)NCC1CCCO1)c1ccccc1)c1cccs1 (stereo not drawn)	1%	4%	0.5%	7%	1.1	0%	i	6.3	-4%	-1.4%
38	CCC(=O)c1c(NCCc2ccccc2)cc(C)oc1=O	6%	-2%	-2.7%	13%	1.2	4%	i	0.2	-4%	-0.3%
39	COc1ccc(/C=N/Nc2nonc2N)cc1OC	0%	27%	-1.5%	-7%	1.1	9%	i	0.9	-4%	-1.7%
40	Cc1ccc(S(=O)(=O)N2CCN(C(=O)CC(C)C)CC2)cc1	·	-4%	-3.4%	·	1.1	4%	i	0.3	-5%	1.0%
41	CCOP(=O)(OCC)/C(=N/OC(=O)c1ccc(Cl)cc1Cl)C(N)=O	·	-7%	·	·	·	4%	i	0.5	-6%	·
42	Cc1cccc(NC(=O)CN2C(=O)N/C(=C/c3cc(C)n(-c4cccnc4)c3C)C2=O)c1	-12%	11%	-3.0%	-13%	1	14%	i	0.2	-5%	-0.8%
43	CCOC(=O)N1CCN(C(=O)CCCn2c(=S)[nH]c3ccccc3c2=O)CC1	-2%	19%	-8.6%	-4%	1	2%	i	1.1	-1%	0.3%
44	CCOC(=O)Cn1nc(C)c(NC(=O)CCc2ccc(OC)cc2)c1C	-8%	1%	-2.2%	-2%	1.1	1%	i	0.4	-7%	-0.3%
45	CCOC(=O)C1(Cc2cccc(OC)c2)CCN(Cc2cccc(OC)c2O)CC1	21%	-6%	-6.2%	19%	1	3%	i	0.6	-7%	1.5%
46	COC(=O)NC(=S)Nc1ccc(Oc2ccc(Cl)cc2Cl)c(Cl)c1	12%	-3%	-7.6%	6%	1.1	10%	i	0.2	3%	0.7%
47	Cn1nnc(NC(=O)c2ccc([N+](=O)[O-])cc2Cl)n1	14%	-14%	-9.1%	16%	1.1	0%	i	0.2	-8%	2.0%
48	COc1ccc(O)c(C(=O)c2cc(C#N)c(=O)n(CCN3CCOCC3)c2)c1	-3%	31%	-2.3%	-1%	1	11%	i	0.7	6%	2.9%
49	C1CCc2c(nc3nnnn3c2N2CCOCC2)C1	3%	-5%	-4.1%	-2%	1	1%	i	0.5	1%	-1.5%
50	CCOC(=O)Cc1c(C)nc2c(-c3ccc(Cl)cc3)c(C)nn2c1C	6%	10%	12%	8%	1	10%	i	0.1	-1%	0.7%
51	COc1ccc(CCNC(=O)CN2C(=O)c3ccccc3C2=O)cc1	-6%	18%	-3.4%	-4%	1.2	3%	i	1.8	-8%	0.1%
52	CCN1CCN(c2ncc(C(=O)Nc3cc(Cl)c(OC)cc3OC)c3ccccc23)CC1	4%	2%	-0.5%	-1%	1.2	4%	i	1.0	7%	-2.7%
53	CN(C(=O)C1CCOC1)c1nnc(-c2ccccn2)s1 (stereo not drawn)	2%	15%	2.8%	1%	1.2	3%	i	0.8	-10%	-3.2%
54	Cc1ccc(N(CC(=O)NCCSCc2ccco2)S(=O)(=O)c2ccc(C)cc2)cc1	14%	-2%	-2.0%	10%	1.2	10%	i	2.0	4%	-4.9%
55	O=[N+]([O-])c1ccc(C(=Nc2cccc3ccccc23)N2CCOCC2)cc1	19%	25%	-3.7%	15%	1	5%	i	0.6	-1%	1.8%
56	Cc1ccccc1SCC(=O)NC1CCOC1=O (stereo not drawn)	0%	-5%	-3.9%	7%	1	7%	i	0.9	-5%	0.2%
57	O=[N+]([O-])c1ccccc1O[C@@H]1O[C@H](CO)[C@H](O)[C@H](O)[C@H]1O	·	8%	·	·	·	3%	i	0.4	-4%	·
58	C=CCNC(=O)NC(=O)CSc1nc2cc([N+](=O)[O-])ccc2n1-c1cccc(C(F)(F)F)c1	12%	-3%	-4.6%	1%	1	0%	i	0.3	-8%	-3.3%
59	COc1ccc(NC(=O)c2oc3cc(C)c(C)cc3c2C)c(OC)c1	-6%	8%	-11%	8%	1	7%	i	0.9	2%	1.1%
60	CCc1cc(C=NC2CCCCC2)c(O)s1	10%	1%	-1.4%	7%	1.1	4%	i	0.5	-12%	-1.8%
61	C/C(=N/NC(=O)CNC(=O)COc1ccccc1)c1ccco1	9%	9%	-1.3%	9%	1	1%	i	1.1	-2%	-2.4%

2 entries from above, with one line to a screen:
54. Cc1ccc(N(CC(=O)NCCSCc2ccco2)S(=O)(=O)c2ccc(C)cc2)cc1
55. O=[N+]([O-])c1ccc(C(=Nc2cccc3ccccc23)N2CCOCC2)cc1
Assay by compound	54	55
human PMI inhibition	14%	19%
M17LAP inhibition	-2%	25%
XIAP antagonists	-2.0%	-3.7%
PMI inhibition	10%	15%
TNAP activation fold	1.2	1
P. falciparum M1AAP	10%	5%
Myeloid diff MLP	i	i
Myeloid diff MLP GFP+ MAC1+ %	2.0	0.6
LYP inhibition	4%	-1%
CSM14.1 death rescue	-4.9%	1.8%
